# NSD2 HMT inh: NSD2 histone methyltransferase inhibitors, primary screen, biochemical, AlphaScreen, single concentration, set 2. NSD2 peptide methylation, 120 min. inhibition, % at 12.5 µM. 310,000 tested, 0.54% active. AID 743445, 2014; in the data active = inhibition above about 50%
# DAGLB inhibitor: DAGLB lipase inhibitors, primary screen, biochemical, fluorescence, HTS. inhibition, % at 5.17 µM. AID 504411, 2011. HEK293T DAGLB membrane lysate, EnzChek fluorogenic substrate. 340,000 tested, 0.059% active; in the data active = inhibition above about 34%;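 note: 0% = enzyme with vehicle and 100% = wells lacking enzyme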
# CAL PDZ FP-1: untagged CAL PDZ binding inhibitors, primary screen, biochemical, fluorescence polarization, HTS; Golgi-associated PDZ and coiled-coil motif-containing protein (Homo sapiens), Q9HD26; purified CAL PDZ, TMR-peptide fluorescence polarization, 1 h; inhibition, % at 24.9 µM; 300,000 tested, 0.92% active; AID 602252, 2012;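 active = mean inhibition of at least 30% with at least half of replicates also reaching 30%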;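 note: 0% = DMSO neutral control and 100% = excess unlabeled competitor peptide PRC23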
# CAL PDZ FP-2: CAL PDZ peptide-binding inhibitors, primary screen, biochemical, fluorescence polarization, Cer-tagged CAL PDZ, HTS. purified CAL PDZ, TMR-peptide fluorescence polarization, 1 h. Golgi-associated PDZ and coiled-coil motif-containing protein (Homo sapiens), Q9HD26. inhibition, % at 20 µM. 330,000 tested, 0.02% active. AID 504414, 2011;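 active = highest replicate inhibition of at least 40%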;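 note: plate controls were DMSO neutral control wells for no effect and unlabeled competitor peptide control wells for full effect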
#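 Read-out basis: mP drop reported as inhibition | Assay system: Tagged CAL PDZ protein CerCALP, purified | Benchmarks: Unlabelled peptide for full inhibition, DMSO wells as neutral | Schedule: 1 h incubation at room temperature before polarization reading | Buffer or medium: Sodium phosphate/NaCl buffer pH 7.4 with TCEP, IgG, Thesit | Doses: Single point, 20 µM | Measured by: Fluorescence polarization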
# V-ATPase pH: regulators of yeast V-ATPase proton pumping, primary screen, pHLuorin cytosolic pH fluorescence; S. cerevisiae; response, % at 10 µM; 350,000 tested, 0.37% active; AID 504577, 2011; in the data active = response mostly above about 7.3%, no sharp cut-off; inactive = mostly below about 5.4%; note: actives read high; inactives centre near 0; some compounds called inactive have numbers as strong as hits
# RTF Ca sens inh: cardiac RTF calcium sensitivity inhibitors, primary screen, biochemical, IANBD-TnC fluorescence, EC70 calcium; Troponin I, cardiac muscle (Homo sapiens) + Troponin T, cardiac muscle (Homo sapiens) + …; IANBD-labeled cardiac RTF, Ca2+ fluorescence; inhibition, % at 7.15 µM; 340,000 tested, 0.12% active;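 active = inhibition above the mean inhibition of all tested compounds plus 3 SD, cut at about 17% in these data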;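 note: assay run at fixed EC70 calcium of 1.6 mM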
# LANA DNA inh: inhibitors of KSHV C-LANA binding to DNA, primary screen, biochemical, fluorescence polarization, FAM-LBS DNA, MBP-C-LANA, single point; Kaposi's sarcoma herpesvirus LANA C-terminal domain (residues 932-1162) DNA binding; inhibition, % at 9 µM; 340,000 tested, 0.078% active;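 active = highest replicate inhibition at or above 60% at 9 µM, even if other replicates fall short; inactive = all replicates below 60% inhibition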;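 note: 0% = neutral control wells and 100% = 4 µM acridine orange control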
# Arr AP2 block: inhibitors of beta-arrestin/AP2 binding, primary screen, biochemical, GPCR trafficking, flow cytometry. beta-arrestin 1 C-terminal peptide binding to AP2 beta2-adaptin appendage (human). FITC-arrestin peptide / GST-AP2 beads; AP2 beta2 appendage carries R879A mutation. inhibition, % at 10 µM. 340,000 tested, 0.31% active;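 active = inhibition above a set limit, near 3 SD of compounds lacking own fluorescence, cut at about 54% in these data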;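 note: plate controls were DMSO wells for no effect and 5 µM unlabelled arrestin peptide for full effect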
#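 System: GST-tagged AP2 beta2-adaptin appendage (R879A) on 4 µm glutathione beads / Reagent: FITC-arrestin peptide, 50 nM / Detection: HyperCyt-sampled flow cytometry, FL1 channel, ex 488/em 535 nm / Timing: 12 min plus 1 h, RT / Buffer or medium: PBS plus Tween 20 (0.05%) and BSA (0.1%)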
# Pemphigus Ab inh: inhibitors of pemphigus antibody binding to DSG3, primary screen, biochemical, bead-based, flow cytometry, scFv-GFP. DSG3-coupled beads, scFv-anti-DSG3-GFP binding; hits give low values. binding (percent of control), % at 10 µM. 310,000 tested, 0.48% active. AID 588358, 2011;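 active = binding more than 3 SD below its plate's average and above zero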;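 note: hits lower antibody fragment binding to DSG3; some compounds called inactive have numbers as strong as hits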
# Keap1 Nrf2 FP: Keap1-Nrf2 protein-protein interaction inhibitors, primary screen, biochemical, fluorescence polarization, single point; Kelch-like ECH-associated protein 1 (Homo sapiens), Q14145; Keap1 Kelch-Nrf2 peptide fluorescence polarization, 1536-well; inhibition, % at 9.4 µM; 340,000 tested, 0.15% active; AID 504523, 2011; in the data active = inhibition above about 12%;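 note: human Keap1 Kelch domain with fluorescein labeled Nrf2 9mer peptide probe; 0% = neutral control wells and 100% = peptide positive control; higher means more block of Keap1 binding to Nrf2 peptide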
# Target sequence (Q14145 whole entry, looked up, the tested form may be a part): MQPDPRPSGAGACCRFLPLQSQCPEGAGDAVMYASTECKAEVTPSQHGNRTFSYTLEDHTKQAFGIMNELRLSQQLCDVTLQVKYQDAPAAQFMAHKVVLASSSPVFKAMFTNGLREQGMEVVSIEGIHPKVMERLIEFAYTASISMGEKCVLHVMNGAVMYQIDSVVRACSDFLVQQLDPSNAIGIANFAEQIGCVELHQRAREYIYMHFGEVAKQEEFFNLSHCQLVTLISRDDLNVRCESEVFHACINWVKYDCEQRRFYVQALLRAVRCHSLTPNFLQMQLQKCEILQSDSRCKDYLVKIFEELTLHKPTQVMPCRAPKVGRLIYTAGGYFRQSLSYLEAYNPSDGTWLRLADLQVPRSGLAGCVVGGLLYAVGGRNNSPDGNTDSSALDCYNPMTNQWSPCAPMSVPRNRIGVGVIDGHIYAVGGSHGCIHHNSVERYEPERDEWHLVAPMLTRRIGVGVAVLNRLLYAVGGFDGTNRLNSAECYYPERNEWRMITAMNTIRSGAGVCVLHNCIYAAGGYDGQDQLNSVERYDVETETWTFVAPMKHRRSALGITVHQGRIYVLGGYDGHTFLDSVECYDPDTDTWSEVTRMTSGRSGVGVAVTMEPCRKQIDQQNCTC
# * = called active by the depositor; / = not tested or not shown.
SMILES,NSD2 HMT inh,DAGLB inhibitor,CAL PDZ FP-1,CAL PDZ FP-2,V-ATPase pH,RTF Ca sens inh,LANA DNA inh,Arr AP2 block,Pemphigus Ab inh,Keap1 Nrf2 FP
Cc1ccc(C23CC4CC(CC(CN)(C4)C2)C3)cc1,3,0,0,-0.7,2,-3,0.6,7,103,-9
O=C(NCC1CC1)Nc1cccs1,0,2,-8,0.2,3,-1,1.4,16,/,0
O=C(CN1CCCCCC1)Nc1cccc(NC(=O)CN2CCCCCC2)c1,0,0,-3,-0.3,0,4,0.9,39,113,1
O=C(Nc1scc(-c2ccccc2)c1C(=O)O)c1ccccc1Cl,-1,10,-5,-1.4,-1,-4,-2.4,8,95,-2
Cc1c(C(=O)O)[nH]c2c1C(=O)CC(c1ccccc1)C2 (stereo not given),1,-2,/,-1.9,-4,-5,-1.4,0,/,-1
Cc1ccccc1C(=O)NCC(=O)NNC(=O)c1cccc(Cl)c1,3,2,-1,0.7,-3,-2,-1.5,18,106,-2
O=C(COC(=O)c1cncc(Br)c1)NCc1ccccc1Cl,1,1,-2,-0.4,5,-8,1.0,5,111,-6
c1ccc2c(c1)N1CCN=C1N2CCN1CCCCC1,-3,-1,/,-0.3,0,-1,0.5,8,108,-4
CC1CCN(c2nc3c(c(=O)n(C)c(=O)n3C)n2CCSc2ncccn2)CC1,/,-4,5,0.4,2,-2,0.2,6,97,-3
COc1ccccc1OCC(=O)N1CCNC1=O,/,0,/,0.1,-7,-5,1.2,0,99,2
CC(C)NC(=O)c1cc2nc(-c3ccco3)cc(C(F)(F)F)n2n1,/,0,3,-1.6,7,-3,0.5,23,102,-5
Cc1c(OCC(=O)NCCCN2CCCC2=O)ccc2c3c(c(=O)oc12)CCCC3,17,3,-4,-1.9,3,-2,-0.3,2,/,-3
O=C(Nc1ccccc1)N1CCN(CCc2ccccc2)CC1,0,-1,-4,0.7,2,1,1.9,0,99,-5
Cc1c(C(=O)C(C)C)n(C)c2ccccc12,-1,-9,/,-1.0,4,-7,0.2,5,107,-2
Cc1c(OCc2ccccc2)c(=O)ccn1Cc1ccccc1,0,-1,-1,-0.9,1,-24,-0.2,1,109,-1
Cn1c(=O)c(=O)n(C)c2cc(S(=O)(=O)N3CCC(N4CCCCC4)CC3)ccc21,/,0,1,-0.4,4,-5,0.2,5,99,-8
CC(C)NC(=O)c1cc(-c2cccs2)on1,2,-1,-7,-0.9,1,-9,0.7,-3,96,2
CC(=O)c1cccc(NC(=O)c2ccoc2C)c1,-4,-3,2,-1.8,-1,-4,0.6,21,102,-2
CCC(=O)N1CCN(C(=O)CC)C1c1ccccc1,-1,0,0,-0.2,-1,-7,1.3,-1,98,1
Cc1nc2c(c(=O)n1CCC1=CCCCC1)c1nc3ccccc3nc1n2/N=C/c1ccco1,3,-1,-1,-4.6,-2,6,1.3,10,95,-2
O=C(CNc1ccc(Br)cc1)Nc1ccc(S(=O)(=O)N2CCCC2)cc1,21,0,4,-1.0,-2,-7,-0.2,-12,95,3
CCOC(=O)N1CCN(C(=O)C2CCN(C(=O)Nc3ccccc3)CC2)CC1,-3,-1,/,-0.4,-6,-13,0.3,-3,106,1
O=C1CCNc2cc3ccccc3cc21,/,3,8,-0.1,-6,-3,2.0,22,/,0
COC(=O)Cn1c(=NC(=O)CSCC(=O)NC2CCCCC2)sc2cc(OC)ccc21,/,-3,/,0.1,4,8,-0.3,8,/,-1
CS(=O)(=O)N1CCc2ccccc2C1,-2,1,-7,-0.4,-4,6,0.1,-8,108,-2
Cc1c(Nc2nc3ccccc3nc2N2CCN(c3ccccc3)CC2)c(=O)n(-c2ccccc2)n1C,1,2,-3,-3.1,4,0,1.2,-5,/,4
CCOC(=O)C1(CCOc2ccccc2)CCN(Cc2ccc3nonc3c2)CC1,-2,-11,-4,-1.0,-2,-4,-1.1,-2,97,-4
Cc1noc(C)c1NC(=O)Nc1ccc2c(c1)C(=O)N([C@H](C)CO)C[C@H](C)[C@@H](CN(C)S(=O)(=O)c1cn(C)cn1)O2,/,-3,-5,-1.4,1,-2,1.2,-2,103,2
COc1cccc(CC(=O)NCC2COc3ccccc3O2)c1OC (stereo not given),-6,-2,-4,-0.2,-3,3,0.6,13,103,-2
Cc1ccc(S(=O)(=O)N2CCCCC2)cc1NC(=O)c1ccco1,2,0,/,/,1,/,/,/,97,/
CC(C)C1Oc2ccccc2N(CC(=O)NC2CCCCC2)C1=O (stereo not given),9,-1,-7,-2.3,-5,-6,0.4,24,/,-3
CC(NC(=O)c1cnccn1)c1ccc(S(N)(=O)=O)cc1 (stereo not given),-1,2,-1,-2.6,2,-6,1.8,-5,98,-4
CCOC(=O)c1sc(NC(=S)NC(=O)C23CC4CC(CC(C4)C2)C3)cc1C,-4,-3,/,-2.2,1,-9,-1.3,36,94,1
O=C(CN1CCCCCC1)NCCN1C(=O)S/C(=C\c2ccccc2Cl)C1=O,1,-2,1,-3.6,4,-5,1.1,11,100,-2
CCOc1ccc(NC(=S)NC(=O)/C=C/c2ccc(Br)cc2)c([N+](=O)[O-])c1,/,2,0,-0.4,-4,-4,1.0,4,91,-3
COc1ccc(OC)c(NC(=O)CSc2nnc(-c3ccco3)o2)c1,0,-1,-2,0.2,-1,-5,0.7,27,99,1
COC(=O)c1nn(-c2ccccc2)c(Sc2ccc(C)cc2)c1/C=N/O,-1,-3,-5,/,4,-4,-0.5,11,106,-4
CCC(Oc1ccccc1C)C(=O)Nc1ccc(S(=O)(=O)Nc2cc(C)on2)cc1 (stereo not given),-4,3,72*,0.1,-2,-9,2.8,1,106,-10
Cc1ccc(S(=O)(=O)CCc2nnc(NC(=O)CCl)s2)cc1C,/,0,46*,-1.0,-3,1,-2.9,21,98,-1
COc1ccc([N+](=O)[O-])cc1NC(=S)NC(=O)C(C)(C)C,0,-1,0,1.2,2,7,0.2,12,104,0

# Entries listed above shown as hits in CAL PDZ FP-1.
SMILES,NSD2 HMT inh,DAGLB inhibitor,CAL PDZ FP-1,CAL PDZ FP-2,V-ATPase pH,RTF Ca sens inh,LANA DNA inh,Arr AP2 block,Pemphigus Ab inh,Keap1 Nrf2 FP
CCC(Oc1ccccc1C)C(=O)Nc1ccc(S(=O)(=O)Nc2cc(C)on2)cc1 (stereo not given),-4,3,72*,0.1,-2,-9,2.8,1,106,-10
Cc1ccc(S(=O)(=O)CCc2nnc(NC(=O)CCl)s2)cc1C,/,0,46*,-1.0,-3,1,-2.9,21,98,-1

# New compounds follow
SMILES,NSD2 HMT inh,DAGLB inhibitor,CAL PDZ FP-1,CAL PDZ FP-2,V-ATPase pH,RTF Ca sens inh,LANA DNA inh,Arr AP2 block,Pemphigus Ab inh,Keap1 Nrf2 FP
Oc1ccccc1N=Cc1sc2ccccc2c1Cl,4,0,-5,-0.5,1,-10,2.1,-5,/,3
Cc1nc2ccccc2c(=O)n1CC(=O)N1CCOCC1,-1,3,1,-1.3,2,-8,-0.4,5,89,4
Nc1cc(C(=O)OCC(=O)Nc2ccc(N3CCOCC3)cc2)ccc1Cl,-2,2,-3,0.7,-5,5,0.7,0,/,-6
COc1ccccc1-c1nnc(SCC(=O)NC2CCS(=O)(=O)C2)n1N (stereo not given),2,-1,/,-0.7,-2,0,-0.1,4,/,4
COc1cccc(C(=O)NCc2cccnc2)c1,-3,0,-3,-2.2,-4,0,1.4,-1,102,2
CCn1c2ccccc2c2cc(NC(=O)C/C(C)=N/NC(=O)c3ccccc3N)ccc21,-2,3,/,-1.8,3,0,1.0,-2,102,-9
COC(=O)c1cc(NC(=O)c2cc(-c3ccc(OC)cc3)oc2C(F)(F)F)ccc1N1CCOCC1,0,-2,-2,-0.8,0,4,-0.5,34,/,0
Cc1ccccc1N(CC(=O)NCC1CCCO1)C(=O)CCC(=O)Nc1nccs1 (stereo not given),1,-3,-6,-1.5,-1,4,-0.5,25,94,4
NC(=O)Cn1nc([N+](=O)[O-])nc1Oc1ccccc1C(=O)N1CCOCC1,6,0,1,-1.5,-4,-4,0.5,-10,97,-1
CCOC(=O)N1CCc2c(sc3c2c(=O)n(Cc2ccccc2)c(=O)n3CC(=O)NCC2CCCO2)C1 (stereo not given),5,0,/,-1.4,0,-6,-0.5,16,105,0
O=C(Nc1ccccc1C(=O)NCc1ccco1)Nc1cccc2ccccc12,0,-1,-2,-0.8,1,4,-0.9,9,89,3
CN(Cc1ccc(F)cc1)C(=O)c1sccc1-c1ccccc1,-1,-5,-7,19,-3,-2,-1.6,-7,109,-3
CCOC(=O)C1CCCN(CCC(C)c2ccccc2)C1 (stereo not given),15,2,-2,-1.5,3,-3,0.2,-5,124,-2
CCCN(CCC)C(C)C(=O)NCC1(c2ccccc2)CCCC1 (stereo not given),6,-8,0,-3.1,2,9,-0.7,13,100,0
COc1ccc2cc(C(=O)N3CCC(Cc4ccccc4)CC3)[nH]c2c1,-2,4,-2,0.1,5,-8,1.1,0,96,2
COc1ccc(NC(=O)Nc2cccc3ccccc23)cc1OC,-2,2,/,-1.8,-3,6,-0.9,34,/,6
CCOC(=O)c1ccc(S(=O)(=O)N2CCN(C3CC(=O)N(c4ccccc4C(F)(F)F)C3=O)CC2)cc1 (stereo not given),0,1,-5,-1.6,-1,-5,0.1,1,96,-8
O=C(O)C1CCCN(S(=O)(=O)c2ccc3c(c2)OCCO3)C1 (stereo not given),-1,-1,-2,-0.2,1,2,0.2,-5,100,-2
Cc1ccc(C(c2nnnn2Cc2cccs2)N2CCN(Cc3ccc4c(c3)OCO4)CC2)cc1 (stereo not given),/,-3,2,-2.9,-4,-3,1.2,25,78,2
O=C(c1ccccc1)c1ccc(CN2C(=O)c3ccccc3C2=O)o1,-3,-3,0,-3.0,0,-2,1.8,-13,119,-4
COc1ccc(-c2nc(-c3ccccc3)c(-c3cc([N+](=O)[O-])ccc3C)[nH]2)cc1O,1,2,0,-0.7,0,-5,-0.3,2,106,1
COC(=O)c1sccc1S(=O)(=O)N1CCCC(N(C)CCc2ccccn2)C1 (stereo not given),2,-1,-1,-1.5,1,-4,2.7,-3,/,-4

# Screening results: PubChem, several laboratories

# Only part of the results is shown; rates above refer to the full screens.
